Source: PubChem BioAssay (National Center for Advancing Translational Sciences (NCATS))
FUS suppressor: FUS proteinopathy suppression in yeast | S. cerevisiae FUS-expressing, growth rescue, OD600, 24 h | actives 0.24% (n = 390,000) | Potency, µM (highest dose often 76.6 µM), for inactives: at the highest dose growth rescue (activation), hits mostly activators;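 also: potency is read from the fitted curve at half-maximal effect; plate controls were DMSO vehicle for no effect and reference control for full effect; nearly all actives have a fitted effect of over 55% in size; some results filed as inactive show a strong effect at the top dose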
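Read-out: OD at 600 nm after 24hr at 30C, reporting rescue of FUS-induced yeast toxicity. Cells at OD 0.005 in galactose (2%) minimal medium; compounds tested in a dilution series; CP55940 titration from 92uM final as control.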
pAkt inh: Akt phosphorylation inhibition; Neuro2A IGF-stimulated pAkt S473 HTRF, 20 min; stronger effect = lower value; activity change, % for hits at 50 µM; actives 0.32% (n = 360,000); in the data active = activity change below about -80%; inconclusive = mostly about -51% to -80%; also: % is scaled to controls: 0 for no effect and ±100 for the full control effect
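Neuro2A cells (4,500/well, DMEM with 0.5% FBS) were treated with compound at a single 50 µM final concentration, stimulated with 6 nM IGF for 20 min at 37 °C, and lysed. Phospho-Akt Ser473 was read by HTRF as 665/615 ratio ×10^4.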
Abeta yeast res: compounds reversing amyloid beta toxicity in yeast; yeast expressing A-beta42, growth rescue, OD600, 48 h; response scale: 0% DMSO, 100% iron-clioquinol control; Potency, µM (titrated, usually from 46.1 µM), for inactives: at the top dose growth rescue, hits mostly activators; actives 0.063% (n = 410,000); also: potency is read from the fitted curve at half-maximal effect; nearly all actives have a fitted effect of over 55% in size
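Growth rescue measured by 600 nm absorbance after 48 h yeast culture at 30 C with compound. Values normalized between DMSO and an equimolar ferric chloride plus clioquinol control.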
TDP43 rescue: TDP-43 toxicity inhibition in yeast. TDP-43 expressing yeast growth rescue, BacTiter-Glo, 24 h. Potency, µM (doses to about 46.1 µM), for the others: at the highest dose growth rescue (activation), hits mostly activators. actives 1.8% (n = 410,000). AID 652104; also: potency is read from the fitted curve at half-maximal effect; % of control where 0% means no effect; nearly all actives have a fitted effect of over 50% in size
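In this qHTS, compounds that restore growth of yeast expressing TDP-43 appear as activators. Cells (OD600=0.02, galactose medium, raffinose-pregrown) are incubated with compound 24 hr at 30 deg C and growth is quantified by BacTiter-Glo.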
GLP1R cytotox: cytotoxicity in counter-screen for GLP-1R inverse agonists; HEK293 cAMP-luciferase reporter cells, luminescence, 24 h; Potency, µM (highest dose often 38.3 µM), without a hit: at the highest dose activity change, negative = inhibition, hits mostly inhibitors; actives 0.13% (n = 410,000); AID 624418;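 also: loss of luciferase light is scored as toxicity; potency is read from the fitted curve at half-maximal effect; % is scaled to controls: 0 for no effect and ±100 for the full control effect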
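Quantitative HTS format, 1536 wells, 200 cells/uL seeded. Compounds: 23 nL, 24 h, 37 °C. Detection: luciferase reagent, luminescence at 12 min RT; decreased signal taken as cytotoxic.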
aSyn rescue: inhibitors of alpha-synuclein toxicity in yeast; Potency, µM (titrated, usually from 46.1 µM), inactives show at the highest dose growth rescue (activation), hits mostly activators; Yeast expressing alpha-synuclein, growth rescue, BacTiter-Glo, 24 h; AID 652106; actives 0.14% (n = 370,000); also: potency is read from the fitted curve at half-maximal effect; % of control where 0% means no effect; nearly all actives have a fitted effect of over 65% in size
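Readout is rescue of growth in alpha-synuclein-expressing yeast, so inhibitors of toxicity appear as activators. Growth after 24 hr at 30 deg C in galactose medium is quantified by luminescence.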
PTHR1 agonist: activates the human parathyroid hormone receptor PTHR1. Q03431. HEK293 GP2 PTHR1 cells, GloSensor cAMP luminescence, 1 h. Potency, µM (series often up to 115 µM), for inactives: at the highest dose activation, actives largely listed as activators. actives 0.075% (n = 410,000). AID 743266; also: potency is read from the fitted curve at half-maximal effect; nearly all actives have a fitted effect of over 55% in size; some results filed as inactive show a strong effect at the top dose; inactives centre near -15; many of its hits are not listed in these tables
Target sequence (Q03431 whole entry, looked up): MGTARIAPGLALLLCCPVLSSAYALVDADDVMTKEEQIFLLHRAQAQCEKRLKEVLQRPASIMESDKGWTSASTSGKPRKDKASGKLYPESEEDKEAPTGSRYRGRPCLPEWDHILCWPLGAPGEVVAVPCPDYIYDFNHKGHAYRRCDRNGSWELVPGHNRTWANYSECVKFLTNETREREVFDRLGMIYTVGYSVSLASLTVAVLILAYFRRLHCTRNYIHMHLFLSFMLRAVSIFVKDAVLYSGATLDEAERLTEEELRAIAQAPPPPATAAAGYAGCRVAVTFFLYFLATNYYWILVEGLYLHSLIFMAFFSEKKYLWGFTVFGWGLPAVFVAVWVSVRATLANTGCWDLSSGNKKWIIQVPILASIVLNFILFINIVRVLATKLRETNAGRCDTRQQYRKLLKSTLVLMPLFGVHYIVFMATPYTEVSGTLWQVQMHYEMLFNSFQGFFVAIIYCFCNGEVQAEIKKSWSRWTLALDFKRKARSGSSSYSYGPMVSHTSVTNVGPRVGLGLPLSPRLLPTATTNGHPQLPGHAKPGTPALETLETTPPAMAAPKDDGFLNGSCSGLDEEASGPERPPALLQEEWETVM
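HEK-293-derived GP2 cells expressing PTHR1 and a GloSensor cAMP reporter, 3,000/well, plated overnight, given luciferin plus IBMX (each 0.5 mM as added) for 1 h at 37 °C, then compound for 1 h at 37 °C. Luminescence was read after 15 min at room temperature.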
GLP1R inv ag: inverse agonists of human GLP-1 receptor; AID 624417; actives 1.6% (n = 410,000); HEK293 GLP-1R CRE-luciferase, luminescence, 24 h; GLP-1R form is constitutively active; Potency, µM (top dose mostly 38.3 µM), for the others: top-dose activity change, negative = inhibition, usual class: inhibitors; P43220; also: potency is read from the fitted curve at half-maximal effect; % is scaled to controls: 0 for no effect and ±100 for the full control effect; nearly all actives have a fitted effect of over 55% in size
Target sequence (P43220 whole entry, looked up): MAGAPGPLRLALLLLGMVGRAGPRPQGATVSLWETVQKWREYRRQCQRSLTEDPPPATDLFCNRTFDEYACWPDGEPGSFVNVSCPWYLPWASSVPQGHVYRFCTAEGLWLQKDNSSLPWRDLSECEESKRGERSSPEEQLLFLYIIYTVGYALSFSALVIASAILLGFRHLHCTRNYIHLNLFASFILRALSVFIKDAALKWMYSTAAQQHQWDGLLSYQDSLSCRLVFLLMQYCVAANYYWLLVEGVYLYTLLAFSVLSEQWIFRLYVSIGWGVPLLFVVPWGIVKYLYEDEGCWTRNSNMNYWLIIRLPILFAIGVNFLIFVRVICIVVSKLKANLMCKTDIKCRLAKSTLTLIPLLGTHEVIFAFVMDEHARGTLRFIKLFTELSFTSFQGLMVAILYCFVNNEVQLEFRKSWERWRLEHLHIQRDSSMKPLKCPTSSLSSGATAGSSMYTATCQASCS
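HEK293 cells stably co-expressing a cAMP-responsive luciferase reporter and constitutively active GLP-1R were seeded, incubated 12 h, then exposed to compounds for 24 h at 37 C. Luminescence was read 12 min after detection reagent; inverse agonists lower signal.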
Mm-Cpn inhibitor: blocks the Methanococcus maripaludis chaperonin Mm-Cpn; purified Mm-Cpn ATPase, ADP Transcreener TR-FRET; Potency, µM (highest dose often 76.9 µM), inactives show at the top dose activity, negative = inhibition, most hits filed as inhibitors; actives 0.031% (n = 330,000); AID 504842; also: potency is read from the fitted curve at half-maximal effect; % is scaled to controls: 0 for no effect and ±100 for the full control effect; nearly all actives have a fitted effect of over 80% in size
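Quantitative HTS used 25 nM Mm-CPN and 10 uM ATP in magnesium/KCl Tris buffer, pH 7.4, with 1 mM DTT. Hydrolysis ran 30 min at 37°C; ADP was read by HTRF.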
Starred values were filed as active, the others as inactive; i = inactive; ? = inconclusive; . = no result given; & = joins results of further samples; [ ] = another dose, or the depositor's remark. Unless noted, calls follow the shape of the dose curve; as a rule, active = well fitted curve in the direction sought with a large enough effect; inconclusive = small, poorly fitted or top-dose-only effect, or another doubt; inactive = no such curve, though single readings can be large; an effect the other way counts as inactive or inconclusive. A portion of the library. The share of hits here may be higher or lower than overall.

SMILES	FUS suppressor	pAkt inh	Abeta yeast res	TDP43 rescue	GLP1R cytotox	aSyn rescue	PTHR1 agonist	GLP1R inv ag	Mm-Cpn inhibitor
O=C(NC(=S)Nc1ccccc1N1CCCC1)c1ccc([N+](=O)[O-])cc1	?	i	2%	?	?	-20%	-3%	?	-1%
Cc1ccc(-n2cc(C(=O)c3ccccc3O)cn2)cc1	2%	i	0%	0%	50%[activator]	-12%	-33%[inhibitor]	?	1%
COc1ccc(Cc2nnc(NS(=O)(=O)c3ccc(Cl)cc3)s2)cc1OC	?	i	11%	-6%[9.22 µM]	12%	-2%	i	50%[activator]	2%
CCCNC(=O)CSc1n[nH]c(=O)n1CCc1ccccc1	-26%	i	-5%	5%	0%	1%	i	13%	1%
CCOC(=O)C1=C(COC(=O)/C=C/c2cc(Br)ccc2F)NC(=O)NC1C (stereo not drawn)	17%	i	-16%	-18%	5%	0%	i	8%	1%
CCCCN(C)C(=O)CCC(=O)NNc1nc2ccccc2c2nc(C)nn12	-28%&5%	i	-7%&2%	2%&6%	3%	4%	-15%&-14%	-8%&-10%	4%
S=C(NCc1ccc(Cl)cc1)NCc1ccccn1	-28%	i	?	1%	1%	-16%	i	-26%	2%
COCCNc1nc(-c2ccccc2CO)c2sc(-c3ccccc3)cc2n1	12%	i	-2%	?	-24%	-16%	i	?	.
O=C(O)c1cocc1C(=O)O	-7%	i	7%	18%	2%	2%	i	4%	.
Cn1c(=O)cc(SCC(=O)N2CCCC2)c2ccc(Cl)cc21	8%	i	-4%	5%	-6%	3%	-20%	1%	0%
CN1CCC(N(C)C(=S)NC(=O)c2cc(-c3cccc(Br)c3)nc3ccccc23)CC1	7%	i	-11%	24%	?	-3%	i	-22%	-3%
Cc1ccc(NC(=O)c2cccnc2)cc1S(=O)(=O)N(C)C	5%	i	-10%	1%	8%	1%	i	9%	-2%
Cc1ccc(S(=O)(=O)CCC(=O)Nc2ccc(Br)cc2C)cc1	7%	.	-13%	3%	-4%	.	i	7%	.
Cc1ccc(C)c(C(=O)C(C)Sc2nc3nn(-c4ccccc4)c(=O)c-3c3n2CCCCC3)c1 (stereo not drawn)	8%	i	-1%	1%	10%	-1%	-4%	10%	0%
S=C(c1ccc2c(c1)OCO2)N1CCOCC1	-23%	i	13%	10%	0%	2%	i	4%	1%
CC1Cc2ccccc2N1S(=O)(=O)c1cccc(C(=O)NNC(=O)c2ccccc2F)c1 (stereo not drawn)	36%	i	-6%	24%	-42%	13%	-43%[inhibitor]	?	-1%
Cc1nc(-c2ccccc2)nc2[nH]c(-c3ccccc3)cc(=O)c12	33%	i	6%	-5%	28%	0%	-30%[inhibitor]	85%[activator]	-5%
O=C(CNS(=O)(=O)c1ccc(F)c(Cl)c1)N1CCCC1	-9%	i	-6%	8%	0%	0%	13%	-1%	-1%
COc1ccc(S(=O)(=O)N2CCCC2C(=O)Nc2ccc(C(C)=O)cc2)cc1 (stereo not drawn)	-2%	i	0%	23%	-7%	1%	i	-9%	0%
CCNCc1cc(Br)c(OCC(=O)Nc2ccccc2)c(OC)c1	5%	.	10%	8%	-4%	.	-3%	0%	-1%

Entries of single compounds as entered above.
`S=C(NCc1ccc(Cl)cc1)NCc1ccccn1` across the screens: FUS suppressor: -28%; pAkt inh: i; Abeta yeast res: ?; TDP43 rescue: 1%; GLP1R cytotox: 1%; aSyn rescue: -16%; PTHR1 agonist: i; GLP1R inv ag: -26%; Mm-Cpn inhibitor: 2%
`CCCCN(C)C(=O)CCC(=O)NNc1nc2ccccc2c2nc(C)nn12` across the screens: FUS suppressor: -28%&5%; pAkt inh: i; Abeta yeast res: -7%&2%; TDP43 rescue: 2%&6%; GLP1R cytotox: 3%; aSyn rescue: 4%; PTHR1 agonist: -15%&-14%; GLP1R inv ag: -8%&-10%; Mm-Cpn inhibitor: 4%

(cont.)
SMILES	FUS suppressor	pAkt inh	Abeta yeast res	TDP43 rescue	GLP1R cytotox	aSyn rescue	PTHR1 agonist	GLP1R inv ag	Mm-Cpn inhibitor
NNC(=O)c1cc2ccccc2cc1O	.	i	-21%	-6%	7%	-3%	28%	?	0%
CC1(C)CC(=O)C(C=NCCN2CCN(C3CC(=O)N(c4ccc(Br)cc4)C3=O)CC2)=C(O)C1 (stereo not drawn)	26%	i	2%	?	0%	9%	-32%[inhibitor]	4%	0%
COc1ccc(NC(=O)CCCc2ccccc2)cc1OC	5%	i	-2%	6%	0%	0%	i	-15%	-1%
CCOC(=O)CSc1nc2c(c(=O)n1-c1ccc(OC)cc1)SCC2	-3%	i	6%	0%	0%	1%	i	-2%	2%
COCCn1c(SCC(=O)NC2(C#N)CCCCC2)nc2ccccc2c1=O	-3%	i	-2%	-17%	1%	5%	20%	7%	1%
COc1ccc(NS(=O)(=O)c2cc(NC(=O)C3CCCO3)ccc2N2CCCC2)cc1 (stereo not drawn)	-5%	i	0%	-9%[0.397 µM]	-2%	4%	i	19%	-2%
CCN(CC)CC(=O)N1c2ccccc2Sc2ccccc21	-15%	i	-1%	15%	-3%	2%	i	-8%	1%
CCN(CC)c1ccc(C2=NNC(=O)CC2C)cc1[N+](=O)[O-] (stereo not drawn)	14%	i	1%	5%	-20%	10%	-1%[57.5 µM]	138%[activator]	1%
COc1ccc(-c2cnnn2-c2ccc(NC(=O)c3ccc(S(=O)(=O)N4CCCCC4)cc3)cc2)cc1	.	i	5%	-11%	-1%	7%	i	-4%	-7%
O=C1CCCC(O)=C1N=Nc1ccc(C(=O)O)cc1	16%	i	8%	4%	-32%	1%	i	4%	-4%
O=C1c2ccccc2/C(=C\C#Cc2ccccn2)N1c1ccccc1	26%	i	-9%	?	-14%	-11%	-89%[inhibitor]	9%	-1%
CCOC(=O)C1CCN(C(=O)CSC2=NCCS2)CC1	0%	i	5%	18%	-4%	-4%	i	1%	-2%
CN1CCc2c(sc(NC(=O)c3cc(Cl)sc3Cl)c2C(N)=O)C1	-21%	i	-25%	-4%	4%	-1%	-57%[inhibitor]	?	0%
COC(=O)c1cccc(NC(=O)c2ccc3c(c2)C(=O)N(Cc2cccnc2)C3=O)c1	22%	i	16%	8%	-1%	1%	-25%	8%	1%
COCCCNC(=O)CCC(=O)N1Cc2ccccc2Oc2ncccc21	5%	.	-25%	-9%	2%	.	?	4%	.
O=C(Cc1ccc(F)cc1)Nc1cccc(-c2ccc3nncn3n2)c1	7%	i	-2%	-15%	-1%	-6%	-7%	53%[activator]	0%
c1ccc2c(c1)Cn1nc(Cc3nc4c(s3)CCCC4)nc1-2	24%	i	?	20%	-1%	6%	i	28%	-1%
C[C@@H]1COC(=O)[C@@H](Cc2ccc(F)cc2)C/C=C\C[C@@H](CC(=O)N(CCO)Cc2ccccc2)C(=O)N1	25%	i	-2%	6%	7%	0%	-17%	1%	1%
COc1ccc(C(=O)CSc2nnc(-c3ccco3)c(-c3ccco3)n2)cc1	?	i	-4%	?	-20%	-1%	-13%	-3%	0%
O=C(NCc1ccccc1)c1ccc(-c2cn[nH]c2)c2ccoc12	10%	i	-17%	-36%[inhibitor]	-1%	-1%	23%	-11%	.
CN1CCN(c2ccc(CNC(=O)C3Cc4c(-c5ccccc5)ccnc4O3)cc2)CC1 (stereo not drawn)	-9%	i	5%	5%	-22%	7%	-13%	4%	.
O=S(=O)(NCCc1csc(-c2cccc(F)c2)n1)c1cc(F)ccc1F	-18%	.	?	2.5µM*	0%	.	-97%	?	.
O=C(CCN1C(=O)C2CCCCC2C1=O)Nc1nc(-c2ccc(F)c(F)c2)cs1 (stereo not drawn)	-21%	i	2%	-3%	0%	0%	-43%[inhibitor]	?	1%
O=C(NCC(c1cccnc1)N1CCN(c2ccc(F)cc2)CC1)c1ccco1 (stereo not drawn)	5%	i	-11%	12%	0%	-4%	-22%	-15%	-3%
CCC(C)NC(=O)C1CCN(S(=O)(=O)N2CCOCC2)CC1 (stereo not drawn)	4%	i	2%	2%	7%	2%	i	19%	0%
Cc1sc2ncnc(NCCCN3CCCC3=O)c2c1C	-25%	i	3%	25%	-18%	-1%	i	3%	1%
N#Cc1c(N)nc2c(c1-c1ccc(F)cc1)CCC2	6%	i	13%	1%	7%	1%	-38%	22%	0%
O=C(O)c1cccc(NC(=S)N/N=C/c2cccc(O)c2)c1	14%	i	0%	14%	10%	4%	-19%	?	-5%
O=C(COC(=O)c1ccc([N+](=O)[O-])s1)Nc1ncc(C(F)(F)F)cc1Cl	17%	i	-91%[inhibitor]	-92%[inhibitor]	9%	-70%[inhibitor]	i	10%	-1%
COC(=O)C(NNc1ccc(F)cc1)(NC(=O)c1ccccc1)C(F)(F)F (stereo not drawn)	.	i	-4%	17%	-1%	-2%	-12%	?	0%
CCSc1nc(=O)c2c(n1C)NC(=O)CC2c1ccc(O)cc1OC (stereo not drawn)	-21%	.	-4%	0%[9.22 µM]	0%	.	i	-6%	.
O=S(=O)(Nc1ccc(Br)cn1)c1cccs1	30%	i	32%	-18%[1.82 µM]	-10%	14%	i	5%	1%
Cc1ccc(S(=O)(=O)N2CCC(=O)N(CCOC(=O)Nc3ccc(F)cc3)CC2)cc1	-2%	i	-2%	7%	-5%	-8%	-22%	-19%	0%
Cn1nc(-c2ccc(N3CCOCC3)c(NS(=O)(=O)c3ccc(Cl)cc3)c2)c2ccccc2c1=O	7%	i	-3%	-9%	-38%	3%	-2%[57.5 µM]	-17%	-6%
